Screening results (PubChem)
AmpC inh detg = blocks E. coli AmpC beta-lactamase in detergent assay | AmpC hydrolysis of nitrocefin, absorbance 480 nm, 0.01% Triton | Potency, µM (series often up to 114 µM), for inactives: at the highest dose activity change, negative = inhibition, hits mostly inhibitors | hit rate 0.041% among 370,000 | AID 485294 | P00811;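 further: potency means the concentration at half of the fitted maximal effect; 0% = no-compound wells and -100% = no-enzyme wells; nearly all actives have a fitted effect of over 25% in size; some results filed as inactive show a strong effect at the top dose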
Target sequence (P00811 whole entry, looked up): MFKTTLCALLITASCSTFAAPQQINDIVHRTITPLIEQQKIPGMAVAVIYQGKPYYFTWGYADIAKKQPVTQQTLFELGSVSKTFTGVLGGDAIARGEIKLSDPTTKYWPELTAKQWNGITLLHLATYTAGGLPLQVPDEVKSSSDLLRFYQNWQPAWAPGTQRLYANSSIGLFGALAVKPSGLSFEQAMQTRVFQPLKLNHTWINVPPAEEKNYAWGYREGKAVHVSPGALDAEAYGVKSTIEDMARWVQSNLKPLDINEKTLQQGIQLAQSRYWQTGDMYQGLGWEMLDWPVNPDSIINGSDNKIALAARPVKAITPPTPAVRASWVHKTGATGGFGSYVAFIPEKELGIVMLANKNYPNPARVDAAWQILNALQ
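AmpC (5.3 nM in the dispensed reagent) in 20 mM phosphate pH 7.0 with 0.01% (detergent screen) or 0.0001% Triton X-100 was preincubated with compounds for 15 min at room temperature. Nitrocefin was then added from an 800 uM solution, and hydrolysis was followed at 480 nm.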
LmPK inh = blocks Leishmania mexicana pyruvate kinase activity. hit rate 0.37% among 290,000. AID 1721. Potency, µM (top dose mostly 57.5 µM), for the others: at the top dose activity change, negative = inhibition, actives largely listed as inhibitors. purified LmPK, Kinase-Glo ATP luminescence, 1 h. Q27686; further: potency means the concentration at half of the fitted maximal effect
Target sequence (Q27686 whole entry, looked up): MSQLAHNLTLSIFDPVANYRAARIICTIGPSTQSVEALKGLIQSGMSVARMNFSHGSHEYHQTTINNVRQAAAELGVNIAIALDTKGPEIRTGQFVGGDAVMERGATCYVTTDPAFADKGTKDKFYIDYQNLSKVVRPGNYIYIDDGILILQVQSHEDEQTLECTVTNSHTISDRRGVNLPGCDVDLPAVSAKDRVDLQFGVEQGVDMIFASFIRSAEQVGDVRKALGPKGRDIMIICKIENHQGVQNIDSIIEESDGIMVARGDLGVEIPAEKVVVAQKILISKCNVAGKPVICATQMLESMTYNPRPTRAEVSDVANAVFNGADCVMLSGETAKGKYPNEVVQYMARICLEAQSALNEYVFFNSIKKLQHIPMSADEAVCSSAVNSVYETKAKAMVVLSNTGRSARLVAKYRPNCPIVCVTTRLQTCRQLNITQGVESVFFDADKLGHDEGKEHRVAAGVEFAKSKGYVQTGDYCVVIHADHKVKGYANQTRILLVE
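qHTS format; LmPK 0.1 nM; substrates PEP 0.5 mM and ADP 0.1 mM. One-hour room-temperature incubation, then coupled luciferase luminescence; 0.5 nM enzyme wells mark activation.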
AmpC no deterg = blocks E. coli AmpC beta-lactamase in detergent-free assay; P00811; AmpC nitrocefin hydrolysis, absorbance 480 nm, 0.0001% Triton; Potency, µM (series often up to 57.1 µM), for the others: at the top dose activity change, negative = inhibition, hits mostly inhibitors; hit rate 0.52% among 330,000;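 further: potency means the concentration at half of the fitted maximal effect; plate controls were no compound for no effect and no enzyme for full effect; nearly all actives have a fitted effect of over 20% in size; some results filed as inactive show a strong effect at the top dose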
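20 mM phosphate pH 7.0 + 0.01% (detergent screen) or 0.0001% Triton X-100; 5.3 nM AmpC reagent; cpd preinc 15 min RT; nitrocefin (800 uM stock) to start; A480 q20 s × 4 min; Activity was normalised to no-enzyme and no-compound control wells.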
AMA1 RON2 block = disrupts binding of P. falciparum AMA1 to RON2; AlphaScreen AMA1-biotinylated RON2 peptide binding; Potency, µM (highest dose often 58.2 µM), inactives show at the highest dose activity change, negative = inhibition, hits mostly inhibitors; hit rate 0.2% among 360,000; AID 720542;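 further: potency means the concentration at half of the fitted maximal effect; 0% = vehicle wells and -100% = peptide control; nearly all actives have a fitted effect of over 45% in size; some results filed as inactive show a strong effect at the top dose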
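AMA1 (3D7) with his tag at 25 nM final met compounds first, then biotinylated RON2 peptide at 25 nM; detection used donor plus acceptor beads, 10 µg/mL apiece, read by AlphaScreen after 30 min at room temperature.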
HCMV antiviral = human cytomegalovirus inhibition; HFF cells, HCMV-luciferase reporter, 72 h; stronger effect = lower value; activity change, negative = inhibition, % at 57.5 µM; hit rate 4.5% among 410,000; in the data active means activity change below about -60%; inconclusive means no clear call, values can overlap the other calls; inactive means above about -39%
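Two-dose cell screen: HFF monolayers treated with compounds and infected with luciferase-expressing HCMV at 1 PFU/cell, 72 h at 37C, then lysed for luciferase measurement.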
Sm TGR inh = blocks Schistosoma mansoni thioredoxin glutathione reductase | hit rate 3% among 360,000 | Q962Y6 | purified TGR, DTNB reduction, TNB absorbance 405 nm | Potency, µM (doses to about 114 µM), for inactives: at the highest dose activity change, negative = inhibition, hits mostly inhibitors | AID 485364; further: potency means the concentration at half of the fitted maximal effect; nearly all actives have a fitted effect of over 60% in size
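Kinetic colorimetric format: TGR-catalysed, NADPH-driven DTNB reduction monitored via TNB absorbance. Enzyme dispensed at 20 nM; compound exposure 15 min at room temperature before reaction start.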
TbPYK inhibitor = inhibitors of Trypanosoma brucei pyruvate kinase; Q57TT1; TbPYK enzyme, Kinase-Glo Plus ATP luminescence, 45 min; Potency, µM (highest dose often 76.8 µM), for inactives: at the top dose activity, negative = inhibition, actives largely listed as inhibitors; hit rate 0.12% among 410,000; AID 624173; further: potency means the concentration at half of the fitted maximal effect; nearly all actives have a fitted effect of over 50% in size
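Enzyme and substrate buffer are dispensed first and compound is pin-transferred. ADP at 130 uM final then starts the reaction, which runs 45 min at room temperature. Detection reagent is added for 10 min before luminescence is imaged.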
Numbers without * were called inactive; [ ] = dose if it differs, or a comment. Unless noted, the call rests on the fitted dose curve; in most records, active means well fitted curve in the direction sought with a large enough effect; inconclusive means small, poorly fitted or top-dose-only effect, or another doubt; inactive means no such curve, though single readings can be large; an effect the other way counts as inactive or inconclusive. Unless noted, on the % scale 0 is the no-effect control and ±100 the full control effect.

How did CCCOc1cccc(C2C(C(=O)c3ccc(C)o3)=C(O)C(=O)N2c2nc(C)c(C(C)=O)s2)c1 (stereo not given) do in these assays?
AmpC inh detg: 4%; LmPK inh: 5%; AmpC no deterg: -29%; AMA1 RON2 block: 30%[activator]; HCMV antiviral: 60; Sm TGR inh: 35µM*; TbPYK inhibitor: -9%

What do the screens show for `CCCC(CCC(=O)Nc1ccc(C(=O)OCC)cc1)C(=O)O` (stereo not given)?
AmpC inh detg: -14%; LmPK inh: -4%; AmpC no deterg: -8%; AMA1 RON2 block: 1%; HCMV antiviral: -7; Sm TGR inh: 4%; TbPYK inhibitor: -4%

How did O=C(COC(=O)c1ccccc1)c1ccc(Br)cc1 do in these assays?
AmpC inh detg: 3%; LmPK inh: inconclusive; AmpC no deterg: -16%; AMA1 RON2 block: -2%; HCMV antiviral: 42; Sm TGR inh: -18%; TbPYK inhibitor: -4%

What do the screens show for `COc1ccc(NC(=O)C2=C(C)Nc3nc(CCCO)nn3C2c2ccc(OC)c(OC)c2)cc1` (stereo not given)?
AmpC inh detg: 2%; LmPK inh: 1%; AmpC no deterg: -6%; AMA1 RON2 block: -7%; HCMV antiviral: -14; TbPYK inhibitor: 3%

How did Cc1cccc(NC(=S)NNC(=O)COc2ccc(Cl)cc2Cl)c1 do in these assays?
AmpC inh detg: -7%; LmPK inh: 5%; AmpC no deterg: -25%; AMA1 RON2 block: 45%[activator][11.6 µM]; HCMV antiviral: 16; Sm TGR inh: -20%; TbPYK inhibitor: 4%

Results for O=C(O)c1ccccc1NC(=O)C1CCN(S(=O)(=O)c2cccc3nsnc23)CC1 ?
AmpC inh detg: -5%; LmPK inh: 2%; AmpC no deterg: -17%; AMA1 RON2 block: -4%; HCMV antiviral: -38; Sm TGR inh: 1%; TbPYK inhibitor: -1%

Results for CC1CCN(C(=O)CN2CCSc3ccccc32)CC1 ?
AmpC inh detg: 13%; HCMV antiviral: 44; Sm TGR inh: 3%; TbPYK inhibitor: 1%

How did CCCCC(=NCCc1c(C)[nH]c2ccccc12)C1=C(O)CC(c2ccccc2)CC1=O (stereo not given) do in these assays?
AmpC inh detg: -3%; LmPK inh: -2%; AmpC no deterg: -21%; AMA1 RON2 block: -8%; HCMV antiviral: 12; Sm TGR inh: -19%; TbPYK inhibitor: -10%

How did CCCCn1c(NC(=O)CC)c(C#N)c2nc3ccccc3nc21 do in these assays?
AmpC inh detg: -11%; LmPK inh: 2%; AmpC no deterg: -5%; AMA1 RON2 block: 3%; HCMV antiviral: -4; Sm TGR inh: 6%; TbPYK inhibitor: -1%

How did CCOC(=O)C1CCCN(C2CC(=O)N(c3ccc(C)cc3)C2=O)C1 (stereo not given) do in these assays?
AmpC inh detg: 2%; LmPK inh: -8%; AmpC no deterg: -1%; AMA1 RON2 block: 5%; HCMV antiviral: 13; Sm TGR inh: inconclusive; TbPYK inhibitor: 0%

What do the screens show for `COc1cc(NC(=O)c2cccs2)c(OC)cc1NC(=O)CCn1nnc2ccccc21`?
AmpC inh detg: -4%; LmPK inh: 0%; AmpC no deterg: 42%; AMA1 RON2 block: 12%; HCMV antiviral: -28; Sm TGR inh: 2%; TbPYK inhibitor: -11%

Results for CCn1ncc(C2=NOC(C(=O)Nc3cc(OC)c(Cl)cc3OC)C2)c1C (stereo not given) ?
AmpC inh detg: inconclusive; LmPK inh: -4%; AmpC no deterg: -6%; AMA1 RON2 block: -1%; HCMV antiviral: -28; Sm TGR inh: 2%; TbPYK inhibitor: 1%

How did O=C(Nc1ncccn1)c1ccc([N+](=O)[O-])o1 do in these assays?
AmpC inh detg: 0%; LmPK inh: -4%; AmpC no deterg: 0%; AMA1 RON2 block: 0%; HCMV antiviral: 15; Sm TGR inh: inconclusive; TbPYK inhibitor: -12%

What do the screens show for `CC(C)n1nnnc1C1c2ccccc2C(=O)N1CCc1ccccc1F` (stereo not given)?
AMA1 RON2 block: 24%; HCMV antiviral: 43; TbPYK inhibitor: 2%

Results for COc1cc(-c2nc(-c3ccccn3)no2)cc(OC)c1OC ?
AmpC inh detg: -8%; LmPK inh: 4%; AmpC no deterg: 0%; AMA1 RON2 block: 18%; HCMV antiviral: 107; Sm TGR inh: -5%; TbPYK inhibitor: -1%

Results for Cc1ccc(-n2nc3c(c2NC(=O)/C=C\c2ccc4c(c2)OCO4)CSC3)cc1 ?
AmpC inh detg: -9%; LmPK inh: 0%; AmpC no deterg: -55%; AMA1 RON2 block: 9%; HCMV antiviral: -17; Sm TGR inh: -6%; TbPYK inhibitor: -7%

Results for Cc1cc(C)c(C)c(S(=O)(=O)N2CCN(C(=O)C3CCC3)CC2)c1C ?
AmpC inh detg: inconclusive; AmpC no deterg: 51%; AMA1 RON2 block: -20%; HCMV antiviral: -15; Sm TGR inh: 0%; TbPYK inhibitor: -2%

How did COc1ccc2cc(C=O)n(C)c2c1 do in these assays?
AmpC inh detg: 1%; AmpC no deterg: -3%; AMA1 RON2 block: -2%; HCMV antiviral: 11; Sm TGR inh: -18%; TbPYK inhibitor: 1%

How did Cc1ccc(C(=O)O/N=C(\N)c2ccccn2)cc1C do in these assays?
AmpC inh detg: -10%; LmPK inh: inconclusive; AmpC no deterg: -15%; AMA1 RON2 block: 50%[activator]; HCMV antiviral: inconclusive; Sm TGR inh: -9%; TbPYK inhibitor: inconclusive

What do the screens show for `COc1ccc(NC(=O)c2sc(NC(=O)COc3ccccc3)nc2C)cc1`?
AmpC inh detg: inconclusive; LmPK inh: inconclusive; AmpC no deterg: -28%; AMA1 RON2 block: -2%; HCMV antiviral: 64; Sm TGR inh: -20%; TbPYK inhibitor: 1%

The closing 5 entries of the section before lead into the next.
Results for Cc1ccc(-n2nc3c(c2NC(=O)/C=C\c2ccc4c(c2)OCO4)CSC3)cc1 ?
AmpC inh detg: -9%; LmPK inh: 0%; AmpC no deterg: -55%; AMA1 RON2 block: 9%; HCMV antiviral: -17; Sm TGR inh: -6%; TbPYK inhibitor: -7%

Results for Cc1cc(C)c(C)c(S(=O)(=O)N2CCN(C(=O)C3CCC3)CC2)c1C ?
AmpC inh detg: inconclusive; AmpC no deterg: 51%; AMA1 RON2 block: -20%; HCMV antiviral: -15; Sm TGR inh: 0%; TbPYK inhibitor: -2%

How did COc1ccc2cc(C=O)n(C)c2c1 do in these assays?
AmpC inh detg: 1%; AmpC no deterg: -3%; AMA1 RON2 block: -2%; HCMV antiviral: 11; Sm TGR inh: -18%; TbPYK inhibitor: 1%

How did Cc1ccc(C(=O)O/N=C(\N)c2ccccn2)cc1C do in these assays?
AmpC inh detg: -10%; LmPK inh: inconclusive; AmpC no deterg: -15%; AMA1 RON2 block: 50%[activator]; HCMV antiviral: inconclusive; Sm TGR inh: -9%; TbPYK inhibitor: inconclusive

What do the screens show for `COc1ccc(NC(=O)c2sc(NC(=O)COc3ccccc3)nc2C)cc1`?
AmpC inh detg: inconclusive; LmPK inh: inconclusive; AmpC no deterg: -28%; AMA1 RON2 block: -2%; HCMV antiviral: 64; Sm TGR inh: -20%; TbPYK inhibitor: 1%

Results for C=CCn1c(SCC(=O)Nc2ccccc2OC)nc(O)c(CC)c1=O ?
AmpC inh detg: -9%; LmPK inh: 6%; AmpC no deterg: -29%; AMA1 RON2 block: 3%; HCMV antiviral: -5; Sm TGR inh: 0%; TbPYK inhibitor: 4%

What do the screens show for `COc1ccccc1C(=O)Nc1ccc(S(=O)(=O)Nc2cc(C)on2)cc1`?
AmpC inh detg: -1%; LmPK inh: -6%; AmpC no deterg: inconclusive; AMA1 RON2 block: 10%; HCMV antiviral: 13; Sm TGR inh: 5%; TbPYK inhibitor: -3%

What do the screens show for `S=C(NCC1CCCO1)Nc1cccc2ccccc12` (stereo not given)?
AmpC inh detg: 10%; LmPK inh: -5%; AmpC no deterg: -12%; AMA1 RON2 block: -4%; HCMV antiviral: 4; Sm TGR inh: -30%; TbPYK inhibitor: 1%

Results for COc1ccc(C(=O)C2CCCN(C(=O)/C=C/c3cnc[nH]3)C2)c(C)c1 (stereo not given) ?
AmpC inh detg: 0%; LmPK inh: 3%; AmpC no deterg: 49%; AMA1 RON2 block: 5%; HCMV antiviral: -29; Sm TGR inh: -9%; TbPYK inhibitor: 5%

Results for Nc1ncc([N+](=O)[O-])cc1Br ?
AmpC inh detg: 3%; LmPK inh: -12%; AmpC no deterg: -19%; AMA1 RON2 block: 0%; HCMV antiviral: -30; Sm TGR inh: -31%; TbPYK inhibitor: 33%[activator]

How did CC(=O)c1ccc(OCC(O)CN2CCOCC2)cc1 (stereo not given) do in these assays?
AmpC inh detg: inconclusive; LmPK inh: -2%; AmpC no deterg: -12%; AMA1 RON2 block: 6%; Sm TGR inh: 2%; TbPYK inhibitor: 4%

What do the screens show for `COc1ccc(/C=C(\CC(=O)O)c2nc3ccccc3s2)cc1O`?
AmpC inh detg: -5%; LmPK inh: 8%; AmpC no deterg: -28%; AMA1 RON2 block: 5%; HCMV antiviral: inconclusive; Sm TGR inh: -8%; TbPYK inhibitor: -2%

How did Cc1ccc2c(CC(=O)NC3=NCCS3)coc2c1 do in these assays?
AmpC inh detg: 7%; LmPK inh: 3%; AmpC no deterg: -20%; AMA1 RON2 block: -7%; HCMV antiviral: -8; Sm TGR inh: -14%; TbPYK inhibitor: 2%

Results for COCCOC(=O)c1c(NC(=O)CNCc2ccco2)sc(C(N)=O)c1C ?
AmpC inh detg: 3%; LmPK inh: -2%; AmpC no deterg: 75%[activator]; AMA1 RON2 block: 81%[activator]; HCMV antiviral: -29; Sm TGR inh: -22%; TbPYK inhibitor: -2%

How did CC(=O)c1cn(CC(=O)NCc2cccnc2)c2ccccc12 do in these assays?
AmpC inh detg: 1%; LmPK inh: -1%; AmpC no deterg: -13%; AMA1 RON2 block: 3%; HCMV antiviral: -13; Sm TGR inh: -3%; TbPYK inhibitor: -2%

What do the screens show for `C=CCn1c(SCC(=O)c2ccc(O)c(O)c2)nnc1-c1cccc(OC)c1`?
AmpC inh detg: 0%; AmpC no deterg: -27%; AMA1 RON2 block: 35%[activator]; HCMV antiviral: 24; Sm TGR inh: inconclusive; TbPYK inhibitor: -16%

Results for Cc1c(NC(=O)COC(=O)/C=C/c2cccc(Br)c2)c(=O)n(-c2ccccc2)n1C ?
AmpC inh detg: 5%; AmpC no deterg: 31%; AMA1 RON2 block: 5%; HCMV antiviral: 20; Sm TGR inh: 1%; TbPYK inhibitor: -13%
